Screens as filed in PubChem.
GluA2 TARP mod – modulators of AMPA receptor GluA2-stargazin complexes; O88602+P19491; HEK293 GluA2+stargazin, membrane potential dye (FDSS), glutamate EC50; hits were called plate by plate, in both directions; calls only at 30 µM; 3.5% of 40,000 active; AID 1259245;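 active = any of four per-well response measures lying three or more SD from its plate-wide compound average, in either direction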
Target sequence (O88602 whole entry, looked up): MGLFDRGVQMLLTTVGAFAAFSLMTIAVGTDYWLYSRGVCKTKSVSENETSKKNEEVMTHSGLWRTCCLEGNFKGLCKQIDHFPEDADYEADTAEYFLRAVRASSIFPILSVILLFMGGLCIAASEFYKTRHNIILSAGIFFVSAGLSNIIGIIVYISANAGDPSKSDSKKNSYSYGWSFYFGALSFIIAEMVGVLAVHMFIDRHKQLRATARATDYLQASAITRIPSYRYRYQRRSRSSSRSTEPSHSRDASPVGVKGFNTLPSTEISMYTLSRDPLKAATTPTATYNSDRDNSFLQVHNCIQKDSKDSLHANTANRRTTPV
Target sequence (P19491 whole entry, looked up): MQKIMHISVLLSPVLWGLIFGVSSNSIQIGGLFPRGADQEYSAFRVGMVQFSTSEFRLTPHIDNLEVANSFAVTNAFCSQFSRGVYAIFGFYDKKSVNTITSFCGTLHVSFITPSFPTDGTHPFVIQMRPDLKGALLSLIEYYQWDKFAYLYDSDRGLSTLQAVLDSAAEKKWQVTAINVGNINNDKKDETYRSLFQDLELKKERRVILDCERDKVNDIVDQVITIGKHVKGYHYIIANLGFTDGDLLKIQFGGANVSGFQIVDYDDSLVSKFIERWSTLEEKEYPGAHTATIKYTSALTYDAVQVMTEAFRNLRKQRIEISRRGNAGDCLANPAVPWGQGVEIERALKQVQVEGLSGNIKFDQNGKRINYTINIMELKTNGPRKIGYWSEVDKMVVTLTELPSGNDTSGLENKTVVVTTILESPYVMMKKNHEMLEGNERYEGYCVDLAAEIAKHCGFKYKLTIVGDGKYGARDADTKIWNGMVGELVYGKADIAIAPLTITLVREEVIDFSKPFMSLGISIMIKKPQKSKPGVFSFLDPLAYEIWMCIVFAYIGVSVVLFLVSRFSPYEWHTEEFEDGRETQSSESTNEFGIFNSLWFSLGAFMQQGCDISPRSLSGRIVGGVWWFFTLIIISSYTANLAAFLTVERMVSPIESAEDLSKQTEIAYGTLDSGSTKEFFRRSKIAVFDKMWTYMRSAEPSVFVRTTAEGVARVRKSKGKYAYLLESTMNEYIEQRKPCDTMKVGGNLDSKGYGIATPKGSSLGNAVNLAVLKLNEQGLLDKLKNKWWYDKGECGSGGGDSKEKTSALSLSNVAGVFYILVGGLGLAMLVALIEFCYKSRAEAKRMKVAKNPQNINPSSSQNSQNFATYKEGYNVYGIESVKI
GluA2 TARP mod agonism max-min – also measured in GluA2 TARP mod; calls as there; compound max-min signal; compound-alone response (agonism);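 unitless range of fluorescence divided by baseline over first 100 seconds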
GluA2 TARP mod glutamate slope – recorded beside GluA2 TARP mod, whose call it bears; glutamate slope, % of max; measured here: glutamate response slope, % max;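 scaled per plate between vehicle wells and maximal 1 mM glutamate control wells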
* = called active by the depositor; i = inactive; + = active, no number; & = joins results of further samples.

Below each compound – GluA2 TARP mod	GluA2 TARP mod agonism max-min	GluA2 TARP mod glutamate slope
COc1ccc(NC(=O)c2c(OC)cccc2OC)cc1N1CCCCC1=O
  i	0.051	58
O=C(NCc1cccs1)c1ccc(S(=O)(=O)c2ccccc2)nc1
  i	0.065	40
Cc1n[nH]c(C)c1S(=O)(=O)N1CCC(Cn2c(C)nc3ccccc32)CC1
  i	0.098	68
O=C(CSc1nc(-c2ccc(Cl)cc2)cs1)N1CCN(c2ccccn2)CC1
  i	0.14	77
O=C(Nc1cccc2ccccc12)c1ccc(=O)n(Cc2cccc([N+](=O)[O-])c2)c1
  i	0.064	66
O=C(c1ccccc1)c1ccc(OCC(O)CN2CCN(c3ccccn3)CC2)cc1 (stereo not drawn)
  i	0.076	63
CC(C(=O)NCc1cccs1)n1nnc2ccccc2c1=O (stereo not drawn)
  i	0.093	62
CN(C1CCCC1)S(=O)(=O)c1ccc(C(=O)Nc2nc3ccc([N+](=O)[O-])cc3s2)cc1
  i	0.12	51
CC(C)(C)c1ccc(OCC(O)CN2CCOCC2)cc1 (stereo not drawn)
  i	0.043	47
COc1ccc(Cl)cc1S(=O)(=O)Nc1ccc2c(c1)N(C(=O)c1cccs1)CC2
  i	0.075	59
Cn1c(=O)n(CCc2ccccc2)c(=O)c2c1nc1oc(-c3ccccc3)cn12
  i	0.066	33
O=C(NCCN1CCOC(c2ccccc2)C1)c1ccc2ccccc2c1 (stereo not drawn)
  i	0.05	54
COc1ccccc1Cn1c(SCc2nc(-c3cccs3)no2)nc2ccccc2c1=O
  i	0.083	66
Cc1ccc(C)c(S(=O)(=O)NCC2CCN(Cc3ccccc3)CC2)c1
  i	0.1	61
O=C1/C(=C/c2ccc(F)cc2)Oc2cc(O)ccc21
  i	0.11	43
COc1ccc(NC(=O)CSc2nnc(-c3ccc(OC)c(OC)c3)n2N)cc1
  i	0.06	52
COC(=O)Cn1c(=O)c2c(nc3n(-c4cc(OC)ccc4OC)c(C)cn23)n(C)c1=O
  i	0.067	55
O=C(Nc1ccccc1Cl)NC1(c2nc(-c3ccsc3)no2)CCCCC1
  i	0.11	60
Cc1nn(C2CCS(=O)(=O)C2)c2nc(-c3ccco3)cc(C(=O)Nc3ccc4c(c3)OCCO4)c12 (stereo not drawn)
  i	0.061	34
CN(C)c1ccc(NC(=O)c2ccc(S(=O)(=O)N3CCOCC3)cc2)cc1
  i	0.079	32
O=C(NC1CCc2ccccc21)c1nnn(-c2ccccc2Cl)c1-c1ccncc1 (stereo not drawn)
  i	0.024	41
COCCNC(=O)C(=O)NCC1CCN(c2ccccn2)CC1
  i	0.09	57
COc1cccc(C2C(C(=O)Nc3cccc(F)c3)=C(C)NC3=C2C(=O)CC(C)(C)C3)c1 (stereo not drawn)
  i	0.097	33
COc1cc(C)c(S(=O)(=O)N2CCCC(C)C2)cc1C (stereo not drawn)
  i	0.045	76
COc1ccc(OC)c2sc(N(Cc3ccccn3)C(=O)Cc3ccc(S(C)(=O)=O)cc3)nc12
  i	0.064	45
CN(c1ccsc1C(=O)Nc1cccc(Cl)c1)S(=O)(=O)c1ccccc1
  i	0.12&0.078	45&104
Cc1ccc(-n2nnnc2SCC(=O)NC(C)C)cc1Cl
  i	0.097&0.056	58&109
CC1CN(C)CCN1CC1CCN(S(=O)(=O)c2ccccc2)CC1 (stereo not drawn)
  i	0.058	61
COCCn1c(=NC(=O)c2ccn(C)n2)sc2cc(OC)ccc21
  i	0.17	65
CCOc1cccc2sc(N3CCN(C(=O)CCCS(=O)(=O)c4ccc(C)cc4)CC3)nc12
  i	0.043	47
O=C(O)C1(CCc2ccc(Br)cc2)CCNCC1
  i	0.05	47
O=C(NCC(O)(c1ccco1)C1CC1)c1nc2ccccc2s1 (stereo not drawn)
  i	0.13	60
O=C(CC1CCCC1)NCC1CN(c2ccc(Cl)c(Cl)c2)C(=O)O1 (stereo not drawn)
  i	0.14	64
Cc1ccc(-c2cc(=O)c3cc(Br)ccc3o2)cc1
  i	0.034	52
CS(=O)(=O)N1CCN=C1SCc1ccccc1F
  i	0.076	57
Cc1ccc(CNC(=O)C2CCN(c3ccc(S(=O)(=O)c4ccc(C)cc4)nn3)CC2)cc1
  i	0.077	54
Cc1ncc(Br)c(C(=O)O)n1
  i	0.065	58
CCCCOc1ccccc1NC(=O)c1ccccc1OC
  i	0.067	78
O=C(NCc1cccs1)C(=O)Nc1ccc(Cl)c(N2CCCS2(=O)=O)c1
  i	0.089	94
COc1ccc(C)cc1Nc1nc(C(=O)N2CCN(S(C)(=O)=O)CC2)cs1
  i	0.088	64
COC(=O)c1ccc(NC(=O)Cn2cnc3c(-c4ccccc4)csc3c2=O)cc1
  i	0.097	53
O=C(CCC1=NS(=O)(=O)c2ccccc2N1)N1CCN(c2ccccn2)CC1
  i	0.1	49
Cc1c(Cl)cccc1NC(=O)C(=O)NN1CCN(C)CC1
  i	0.053	48
COCCn1c(=O)c2c(nc3n(-c4ccc(C)cc4)c(C)c(C)n23)n(C)c1=O
  i	0.071	32
COc1ccc(-n2c(N)c(C(=O)NCc3ccco3)c3nc4ccccc4nc32)c(OC)c1
  i	0.12	59
C=CCn1c(=O)c2c(nc3n(-c4ccc(OC)cc4)c(-c4ccccc4)cn23)n(C)c1=O
  i	0.11	69
Cc1ccc(Cl)cc1NC(=O)Cc1csc(NC(=O)C2CCC(=O)N2)n1 (stereo not drawn)
  i	0.083	53
COc1ccc(CN2C(=O)C3(OCCCO3)c3ccccc32)cc1
  i	0.032	49
O=c1c2nn(Cc3ccc(F)cc3)c(=O)n2ccn1-c1ccc(Br)cc1
  i	0.11	75
CCNC(=O)c1c(NC(=O)C2COc3ccccc3O2)sc2c1CCCC2 (stereo not drawn)
  i	0.076	12
Cc1ccc(-n2ncc3c(=O)n(NC(=O)c4cc5ccccc5o4)cnc32)cc1C
  i	0.096	57
CCN(CC)C(=O)Cn1cc(C(=O)C(=O)N2CCN(Cc3ccccc3)CC2)c2ccccc21
  i	0.032	62
Cc1cc(F)ccc1S(=O)(=O)NCC(c1ccc2c(c1)OCO2)N1CCN(c2ccccc2)CC1 (stereo not drawn)
  i	0.12	63
CSc1cccc(NC(=O)Cc2csc(Nc3ccccc3)n2)c1
  i	0.13	62
COc1ccc(S(=O)(=O)N2CCCc3cc(NC(=O)Nc4ccc(C)cc4)ccc32)cc1
  i	0.12	-26
Cc1ccc(S(=O)(=O)N(C)CCCC(=O)O)c(C)c1N(C)S(=O)(=O)c1ccccc1
  i	0.1	60
CCCCOc1ccc(C(=O)Nc2ccc3c(c2)CCC(=O)N3CCC)cc1
  i	0.062	55
O=C(c1ccccc1)N1N=C(c2ccc(NS(=O)(=O)c3ccccc3)cc2)CC1c1ccco1 (stereo not drawn)
  i	0.12	73
COc1cccc(C(CNC(=O)c2ccc(C)c(C)c2)N2CCOCC2)c1 (stereo not drawn)
  i	0.034	52
Cc1ccc(S(=O)(=O)c2c(C)nn(C(C)(C)C)c2OC(=O)COc2ccc(Cl)cc2)cc1
  i	0.064	45

Further entries
Below each compound – GluA2 TARP mod	GluA2 TARP mod agonism max-min	GluA2 TARP mod glutamate slope
Cc1ccc(-c2c(C)nn3c(NCCN4CCOCC4)cc(C)nc23)cc1
  i	0.2	40
O=C(NCCc1csc2nc(-c3cccs3)nn12)Nc1cccs1
  i	0.18	49
COc1ccc(-n2nnnc2SCC(=O)Nc2ccccc2C(=O)O)cc1
  i	0.086	58
CC1CCCCN1C(=O)c1cc2cc([N+](=O)[O-])ccc2oc1=O (stereo not drawn)
  i	0.1	56
CCCOc1cn(-c2ccc(F)cc2)nc1C(=O)Nc1cccc(C(C)=O)c1
  i	0.16	50
Nc1ccc(Oc2ccc3nc(-c4ccc(N)cc4)[nH]c3c2)cc1
  i	0.08	33
Cc1ccccc1OCC(=O)Nc1ccc(N2CCN(C)CC2)cc1
  i	0.056	49
O=C(NCCCn1cccc1)c1ccc(-n2cccc2)cc1
  i	0.1	58
CCOC(=O)CCC(=O)N1CCN(c2ccc(-c3noc(C(C)C)n3)cn2)CC1
  i	0.1	66
CCN1CCN(C(=O)c2c(C(F)(F)F)nn(C)c2C)CC1
  i	0.11	63
Cc1ccc2nc3c(cc(C(=O)Nc4ccccc4F)n3Cc3ccccc3)c(=O)n2c1
  i	0.11	61
COc1ccc(S(=O)(=O)c2cnc(SCC(=O)Nc3cccc(F)c3)[nH]c2=O)cc1Cl
  i	0.1	44
COc1cn(CC(=O)NCCc2ccccc2)c(CSc2ccc(Cl)cc2)cc1=O
  i	0.11	50
Cc1nn(-c2ccccc2)c2ncc(C(=O)N(C)c3ccccc3)c(Cl)c12
  i	0.028	59
COc1ccc(-c2nnc(NC(=O)C3CCCN3S(=O)(=O)c3ccc(Cl)s3)o2)cc1OC (stereo not drawn)
  i	0.068	56
O=C(CCc1csc(NC(=O)c2ccc(Cl)cc2)n1)NCCC1=CCCCC1
  i	0.11	56
COc1ccc(CN(CC(=O)NCCc2ccccc2)S(=O)(=O)c2cccnc2)cc1
  i	0.11	58
O=S(=O)(NCCOc1ccc(-c2ccc(F)cc2)nn1)c1cc(F)ccc1F
  i	0.029	58
O=C(Cc1c(F)cccc1Cl)Nc1cccc(-c2ccc3nncn3n2)c1
  i	0.06	56
O=C(NCCc1c[nH]c2ccccc12)c1csc(NS(=O)(=O)c2cccs2)n1
  i	0.076	40
COc1ccc(S(=O)(=O)Nc2ccc(I)cc2C)cc1OC
  i	0.11	9
CCOC(=O)c1ccc(-c2sc3nc(N4CCOCC4)c4c(c3c2N)CC(C)(C)OC4)o1
  i	0.069	38
COc1cc(OC)cc(C2=NC3(CCCC3)N(C(=O)c3ccc(OC)c(OC)c3)C2=S)c1
  i	0.15	47
O=C(NCCc1c[nH]c2ccccc12)c1cc(C2CC2)on1
  i	0.16	45
COc1ccc(/C=C/c2nnc(-c3cc(OC)c(OC)c(OC)c3)o2)cc1
  i	0.026	39
Cc1ccc(C)c2[nH]c(=O)c(CCNC(=O)C(C)(C)C)cc12
  i	0.052	48
Cn1c(=O)c2c(nc(NCc3ccco3)n2Cc2ccc(Cl)cc2Cl)n(C)c1=O
  i	0.11	68
Cc1nc2sc(C(c3ccc(Cl)c(Cl)c3)N3CCCC3)c(O)n2n1 (stereo not drawn)
  i	0.059	46
COc1ccccc1NC(=O)N1CCN(c2ccc(-c3ccncc3)nn2)CC1
  i	0.083	44
CCOC(=O)c1csc(NC(=O)Cn2cnc(C)cc2=O)n1
  i	0.086	51

5 entries picked at random from the list so far:
Below each compound – GluA2 TARP mod	GluA2 TARP mod agonism max-min	GluA2 TARP mod glutamate slope
COc1ccc(-c2nnc(NC(=O)C3CCCN3S(=O)(=O)c3ccc(Cl)s3)o2)cc1OC (stereo not drawn)
  i	0.068	56
COc1ccccc1NC(=O)N1CCN(c2ccc(-c3ccncc3)nn2)CC1
  i	0.083	44
CCCOc1cn(-c2ccc(F)cc2)nc1C(=O)Nc1cccc(C(C)=O)c1
  i	0.16	50
COc1ccc(-n2nnnc2SCC(=O)Nc2ccccc2C(=O)O)cc1
  i	0.086	58
CC1CCCCN1C(=O)c1cc2cc([N+](=O)[O-])ccc2oc1=O (stereo not drawn)
  i	0.1	56

Limited to GluA2 TARP mod glutamate slope and GluA2 TARP mod, for some of the entries so far:
Compound	GluA2 TARP mod glutamate slope	GluA2 TARP mod
COc1ccc(-n2c(N)c(C(=O)NCc3ccco3)c3nc4ccccc4nc32)c(OC)c1	59	i
Cc1c(Cl)cccc1NC(=O)C(=O)NN1CCN(C)CC1	48	i
Cc1ccc(-n2ncc3c(=O)n(NC(=O)c4cc5ccccc5o4)cnc32)cc1C	57	i
Cc1ccc(CNC(=O)C2CCN(c3ccc(S(=O)(=O)c4ccc(C)cc4)nn3)CC2)cc1	54	i

(next part)
Below each compound – GluA2 TARP mod	GluA2 TARP mod agonism max-min	GluA2 TARP mod glutamate slope
COc1ccc(S(=O)(=O)Nc2nc(C(=O)NCc3ccccc3OC)cs2)cc1
  i	0.046	35
COc1cn(CC(=O)NC2CCCCC2)c(CSc2ccc(Cl)cc2)cc1=O
  i	0.098	32
O=C1CN(C(=O)COc2ccccc2Cl)c2ccccc2N1
  i	0.14	53
COCCN1CCC(CNC(=O)C(=O)Nc2cc(C)nc3ccccc23)CC1
  i	0.16	53
Nc1c2c(nn1C1CCS(=O)(=O)C1)CCCC2 (stereo not drawn)
  i	0.033	36
COc1ccc(OCC(=O)N2CCN(c3nccn3-c3ccccc3F)CC2)cc1
  i	0.028	27
COc1ccc(N2C(=O)C3N=NN(CC(=O)Nc4ccc(C)cc4C)C3C2=O)cc1Cl (stereo not drawn)
  i	0.1	56
COc1ccc(N2CCCCn3c2nc2c3c(=O)n(C)c(=O)n2C)cc1
  i	0.13	64
CC12COC3(C(=O)Nc4ccc(F)cc4)CC1CCC32C (stereo not drawn)
  i	0.045	51
CC(C)C(=O)N1N=C(c2cccs2)CC1c1ccc2nccnc2c1 (stereo not drawn)
  i	0.12	50
COc1ccccc1CNC(=O)c1ccc(Cn2c(=O)[nH]c3ccccc3c2=O)cc1
  i	0.11	56
Cc1nc(NCCNS(=O)(=O)c2ccc(-c3ccccc3)cc2)cc(-n2ccnc2C)n1
  i	0.089	49
O=C(c1cc2ccccc2oc1=O)N1CCC(Cn2cnc3ccccc32)CC1
  i	0.11	45
O=C(Cn1c2c(c(=O)n(C3CCCCC3)c1=O)CCC2)NCc1cccnc1
  i	0.066	59
CCOCCn1c(=NC(=O)c2ccn(C)n2)sc2cc(C(=O)OCC)ccc21
  +	0.23*	65*
COc1ccc(S(=O)(=O)CC(=O)Nc2nc(-c3ccc(Cl)cc3Cl)cs2)cc1
  i	0.03	41
CCc1nc2sc(C(c3ccc(F)c(F)c3)N3CCN(C(C)=O)CC3)c(O)n2n1 (stereo not drawn)
  i	0.11	74

Not all compounds are listed (hit frequency here may not be typical).
